Screening data: PubChem BioAssay, National Center for Advancing Translational Sciences (NCATS)
BLM inh: qHTS Assay for Inhibitors of Bloom's syndrome helicase (BLM) | recombinant BLM DNA unwinding, fluorescence dequenching | 0.2% of 350,000 active | Potency, µM (titrated, usually from 56.1 µM), without a hit: at the top dose activity change, negative = inhibition, hits mostly inhibitors | RecQ-like DNA helicase BLM (Homo sapiens), P54132 | AID 2528, 2010;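 also: potency is read from the fitted curve at half-maximal effect; plate controls were vehicle for no effect and no enzyme for full effect; nearly all actives have a fitted effect of over 35% in size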
Apoferritin bind: qHTS Assay for Identification of Novel General Anesthetics. 0.074% of 350,000 active. Potency, µM (series often up to 77.5 µM), inactives show at the highest dose activity change, negative = displacement, usual class: inhibitors. apoferritin/1-aminoanthracene competitive binding, fluorescence. AID 485281, 2010. Ferritin light chain (Equus caballus), P02791; also: potency is read from the fitted curve at half-maximal effect; % is scaled to controls: 0 for no effect and ±100 for the full control effect; nearly all actives have a fitted effect of over 20% in size
Target sequence (P02791 2-175 limits assumed): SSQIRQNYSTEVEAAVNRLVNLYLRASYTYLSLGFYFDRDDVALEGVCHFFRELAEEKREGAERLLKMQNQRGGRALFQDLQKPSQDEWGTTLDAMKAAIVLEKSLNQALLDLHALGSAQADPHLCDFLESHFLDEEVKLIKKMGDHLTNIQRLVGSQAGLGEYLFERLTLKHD
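Read-out: endpoint 1-AMA fluorescence, excitation 380 nm and emission 535 nm, after compounds sit 10 min at room temperature with 10 uM horse-spleen apoferritin in 50% saturated 1-AMA/PBS. Values come from four-parameter Hill fits.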
POLB inh: qHTS Assay for Inhibitors of DNA Polymerase Beta; P06746; Pol beta primer extension/strand displacement, fluorescence kinetic; Potency, µM (highest dose often 114 µM), without a hit: at the highest dose activity change, negative = inhibition, actives largely listed as inhibitors; 1.3% of 340,000 active; AID 485314, 2010; also: potency is read from the fitted curve at half-maximal effect; % is scaled to controls: 0 for no effect and ±100 for the full control effect
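Enzyme-only controls used 10 nM Pol beta; buffer lacking enzyme served as negative control. Compound preincubated 15 min, then 50 nM substrate added; 0 and 10 min reads at room temperature.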
APEX1 inh: qHTS Assay for Inhibitors of the Human Apurinic/apyrimidinic Endonuclease 1 (APE1) | 0.35% of 350,000 active | recombinant APE1, TAMRA/BHQ-2 abasic DNA cleavage fluorescence | Potency, µM (titrated, usually from 65.8 µM), for the others: at the highest dose activity change, negative = inhibition, most hits filed as inhibitors | DNA repair nuclease/redox regulator APEX1 (Homo sapiens), P27695;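 also: potency is read from the fitted curve at half-maximal effect; plate controls were vehicle for no effect and reference inhibitor for full effect; nearly all actives have a fitted effect of over 55% in size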
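Endonuclease cleavage of a quenched abasic-site DNA duplex (50 nM) by APE1 (0.75 nM) was tracked by TAMRA dequenching. Compounds were preincubated with enzyme 15 min at room temperature; data normalized to buffer-only and DMSO wells plus NSC13755 control.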
POLH inh: qHTS for Inhibitors of Polymerase Eta. DNA polymerase eta (Homo sapiens), Q9Y253. recombinant Pol eta, fluorescent DNA replication assay. Potency, µM (titrated, usually from 114 µM), for the others: at the top dose activity change, negative = inhibition, usual class: inhibitors. 1.2% of 390,000 active. AID 588591, 2011; also: potency is read from the fitted curve at half-maximal effect; % is scaled to controls: 0 for no effect and ±100 for the full control effect
Target sequence (Q9Y253 whole entry, looked up): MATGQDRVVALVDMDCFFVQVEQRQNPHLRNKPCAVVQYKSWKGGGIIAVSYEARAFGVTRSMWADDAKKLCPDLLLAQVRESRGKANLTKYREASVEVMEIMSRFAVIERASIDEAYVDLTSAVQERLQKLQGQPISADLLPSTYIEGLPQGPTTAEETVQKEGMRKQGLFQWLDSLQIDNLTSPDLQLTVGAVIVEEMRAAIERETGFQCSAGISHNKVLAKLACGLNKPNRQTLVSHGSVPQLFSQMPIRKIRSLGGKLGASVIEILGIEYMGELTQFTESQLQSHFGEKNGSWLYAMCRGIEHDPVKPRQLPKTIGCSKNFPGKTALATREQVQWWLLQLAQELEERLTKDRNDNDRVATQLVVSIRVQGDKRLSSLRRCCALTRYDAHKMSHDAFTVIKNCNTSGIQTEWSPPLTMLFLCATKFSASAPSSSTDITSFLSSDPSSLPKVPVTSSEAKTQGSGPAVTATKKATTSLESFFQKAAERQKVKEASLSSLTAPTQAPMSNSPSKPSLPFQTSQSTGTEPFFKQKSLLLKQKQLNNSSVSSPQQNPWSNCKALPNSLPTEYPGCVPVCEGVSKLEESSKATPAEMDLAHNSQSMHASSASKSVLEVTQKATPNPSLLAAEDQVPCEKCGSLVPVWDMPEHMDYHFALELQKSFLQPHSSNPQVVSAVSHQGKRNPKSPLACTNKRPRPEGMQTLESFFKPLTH
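Fluorescent replication assay: 50 nM final substrate added after a 15 min room-temperature compound preincubation with 10 nM enzyme. Signal taken at 0 min and again at 10 min.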
LDHA block: qHTS assay for inhibitors of human lactate dehydrogenase. L-lactate dehydrogenase A chain (Homo sapiens), P00338. activity change, % (values are at about 110 or 230 µM). 0.15% of 480,000 active. AID 1347041, 2019. purified LDHA, NADH/diaphorase-resazurin fluorescence; stronger effect = lower value; in the data active = activity change below about -30%; inconclusive = mostly about -25% to -30%;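 also: plate controls were DMSO wells for no effect and wells without enzyme for full effect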
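Human LDH5 at 2 nM final in Tris HCl pH 7.4 with 0.06 mM NADH and 0.2 mM pyruvate, reacted 5 minutes at room temperature. Remaining NADH coupled via diaphorase/resazurin; resorufin fluorescence read at 0 and 20 minutes, normalized to enzyme-free and DMSO wells.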
POLK inh: qHTS for Inhibitors of Polymerase Kappa; purified Pol kappa, fluorescent DNA synthesis assay, 10 min; Potency, µM (top dose mostly 107 µM), for inactives: at the top dose activity, negative = inhibition, hits mostly inhibitors; 0.53% of 400,000 active; AID 588579, 2011; also: potency is read from the fitted curve at half-maximal effect; % is scaled to controls: 0 for no effect and ±100 for the full control effect
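Kinetic fluorescence screen: compound preincubated 15 min RT with 10 nM enzyme; 50 nM substrate (final) initiates; reads at 0/10 min.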
Glioma ERSR ind: qHTS for Inducers of the Endoplasmic Reticulum Stress Response (ERSR) in Human Glioma: qHTS | U87-MG GRP78 promoter luciferase reporter, 16 h | Potency, µM, for inactives: at the top dose activation, usual class: activators | 0.02% of 420,000 active | AID 602332, 2012; also: potency is read from the fitted curve at half-maximal effect; series mostly up to about 76 µM; % of control where 0% means no effect; nearly all actives have a fitted effect of over 35% in size
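ERSR induction read as luciferase luminescence (Bright-Glo, 10 min at room temperature) in stably transfected human U87-MG glioma cells exposed to compounds for 16 h, using GRP78 as sensor.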
POLI inh: qHTS for Inhibitors of Polymerase Iota | AID 588590, 2011 | Potency, µM (titrated, usually from 115 µM), for inactives: top-dose activity, negative = inhibition, most hits filed as inhibitors | 1% of 390,000 active | Pol iota fluorescent replication assay, 10 min; also: potency is read from the fitted curve at half-maximal effect
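Pol iota at 10 nM preincubated 15 min with compounds at room temperature; reaction started with fluorescent substrate, 50 nM final. Fluorescence read kinetically at 0 and 10 min; buffer-only wells as negative control.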
* marks the source's active call; other numbers are inactive results; ? = inconclusive; . = not tested or not shown; & = joins results of further samples; [ ] = another dose, or the depositor's remark. Unless noted, calls follow the shape of the dose curve; as a rule, active = well fitted curve in the direction sought with a large enough effect; inconclusive = small, poorly fitted or top-dose-only effect, or another doubt; inactive = no such curve, though single readings can be large; an effect the other way counts as inactive or inconclusive. Not all compounds are listed; rates above refer to the full screens.

1	COc1cc(C(=O)Nc2ccc(N3CCN(C(=O)c4ccc(C)cc4)CC3)cc2)cc(OC)c1OC
2	COc1ccc(C(=O)NC2CCCc3ccccc32)cc1S(=O)(=O)N1CCOCC1 (configuration not stated)
3	COC(=O)C1OC(=O)C2OC23[C@]2(C)C(O)CC4C(C)(C)C(OC(C)=O)CC(OC(C)=O)[C@@]4(C)C2CC[C@@]13C (some centres not stated)
4	COCCN(C(=O)c1csnn1)C(C(=O)NC1CCCCC1)c1sccc1C (configuration not stated)
5	COc1ccccc1N1CCN(C(=S)NC(=O)/C=C/c2ccccc2)CC1
6	CC1=Nc2ccccc2/C1=C\c1nc(-c2ccccc2)oc1O

assay / entry	1	2	3	4	5	6
Apoferritin bind	1%	-10%	-3%&-10%	-8%	1%	?
POLK inh	-5%	-17%	?	-11%	-15%	-1%
BLM inh	-3%	0%	-10%&-8%	5%	-9%	-11%
Glioma ERSR ind	-5%	1%	-3%&-5%	-6%	3%	-2%
POLI inh	-10%	83%[activator]	.	37%[activator]	8%[58.9 µM]	?
APEX1 inh	3%	1%	-7%&3%	-8%	2%	-5%
LDHA block	-1	-7	.	-9	-4	5
POLB inh	-19%	1%	.	9%	-1%	-13%
POLH inh	-19%	-6%	.	10%	-12%	-8%

Full records from above:
Results for `COc1ccccc1N1CCN(C(=S)NC(=O)/C=C/c2ccccc2)CC1` = Apoferritin bind = 1%; POLK inh = -15%; BLM inh = -9%; Glioma ERSR ind = 3%; POLI inh = 8%[58.9 µM]; APEX1 inh = 2%; LDHA block = -4; POLB inh = -1%; POLH inh = -12%
Results for `COCCN(C(=O)c1csnn1)C(C(=O)NC1CCCCC1)c1sccc1C` (configuration not stated) = Apoferritin bind = -8%; POLK inh = -11%; BLM inh = 5%; Glioma ERSR ind = -6%; POLI inh = 37%[activator]; APEX1 inh = -8%; LDHA block = -9; POLB inh = 9%; POLH inh = 10%

(next part)
7	CCOc1ccc(NC(=O)CN2C(=O)COc3ccccc32)cc1
8	COc1ccc(N2C(=O)/C(=C\c3ccco3)N=C2SCC(N)=O)cc1Cl
9	CCOC(=O)[C@@H]1[C@H]2COc3ccc(Br)cc3[C@@H]2N2C(=O)N(c3ccc(Cl)cc3)C(=O)[C@]12C
10	CN(c1ccccc1)S(=O)(=O)c1cccc(NC(=O)c2ccncc2)c1
11	CCOC(=O)C1CCCN(C(=O)CCNS(=O)(=O)c2ccc3c(c2)CCC(=O)N3)C1 (configuration not stated)
12	CCNc1nc(Cl)nc(NCc2ccccc2)n1

assay / entry	7	8	9	10	11	12
Apoferritin bind	-4%	?	.	-16%	5%	-5%
POLK inh	1%	-14%	-15%	-4%	-15%	-3%
BLM inh	-3%	-4%	.	-1%	-4%	4%
Glioma ERSR ind	5%	-7%	-3%	-3%	1%	-3%
POLI inh	11%	0%	14%	50%[activator]	37%[activator]	11%
APEX1 inh	9%	-10%	.	-3%	-3%	-3%
LDHA block	-3	1	-3	-4	-13	4
POLB inh	10%	-27%	.	-25%	1%	8%
POLH inh	-27%	-7%	-19%	-24%	-3%	10%

13	Clc1ccc(-c2csc(N3CCOCC3)n2)cc1
14	COc1ccc(C(c2nnnn2Cc2ccccc2)N2CCN(C(=O)c3ccco3)CC2)cc1OC (configuration not stated)
15	COC(=O)c1nc(NC(=O)c2ccccc2Br)n[nH]1
16	O=S(=O)(Cc1ccccc1)N1CCN(Cc2ccc3c(c2)OCO3)CC1
17	C/C(=N\Nc1ccc(C(=O)O)cc1)c1ccc(-n2ccnc2)cc1
18	COc1cccc(OC)c1CNC(=O)CCSCc1ccccc1F

assay / entry	13	14	15	16	17	18
Apoferritin bind	?	-8%	-2%	-18%	-3%	?
POLK inh	-5%	-7%	-11%	7%	-14%	0%
BLM inh	-5%	-8%	3%	4%	-1%	-2%
Glioma ERSR ind	1%	-4%	-5%	-1%	-7%	-4%
POLI inh	31%[activator]	13%	-13%	-9%	17%	165%[activator]
APEX1 inh	0%	-5%	1%	1%	-2%	3%
LDHA block	-4	0	-9	0	4	-6
POLB inh	0%	26%	-5%	2%	-1%	2%
POLH inh	-14%	-16%	-8%	-9%	?	-6%

19	COc1ccc(-c2nc3cnc(N4CCNCC4)nc3n(C)c2=O)cc1
20	O=C(NCCc1ccccc1)C(=O)NCC(c1cccnc1)N1CCN(c2ccccc2F)CC1 (configuration not stated)
21	C[C@H](CO)N1C[C@H](C)[C@@H](CN(C)S(=O)(=O)c2ccccc2)Oc2ccc(NC(=O)c3ccncc3)cc2C1=O
22	NC(=O)CSc1nc(N)c2c3c(sc2n1)CCCCC3
23	COc1cc(C(=O)NCC(c2ccc(N(C)C)cc2)N2CCCC2)cc(OC)c1OC (configuration not stated)
24	COc1ccc(CCNc2nc3ccccc3n3cnnc23)cc1OC

assay / entry	19	20	21	22	23	24
Apoferritin bind	.	4%	.	-18%	-11%	2%
POLK inh	-4%[60.1 µM]	-12%	5%	-8%	-2%[60.1 µM]	7%
BLM inh	2%	0%	.	-5%	-2%	4%
Glioma ERSR ind	-2%	-4%	-3%	-3%	-3%	2%
POLI inh	.	27%	-25%	19%	13%	7%
APEX1 inh	-2%	.	-6%	11%	.	0%
LDHA block	.	-11	0	-5	-3	-1
POLB inh	.	17%	.	6%	38%[activator]	73%
POLH inh	.	-14%	-8%	1%	-14%	-2%

25	CSc1ncccc1C(=O)OCC(=O)NC(N)=O
26	CN(C)c1cc(N/N=C/c2ccccc2C(F)(F)F)nc(N(C)C)n1
27	CCn1cc(C(=O)N2CCN(c3ccccc3)CC2)c(=O)c2cc(S(=O)(=O)N3CCCC3)ccc21
28	CCOC(=O)c1nnn(-c2nonc2N)c1CSc1ccccc1
29	CCCCNc1nc2c(c(=O)n(C)c(=O)n2C)n1CC(O)COc1ccccc1C (configuration not stated)
30	CCOc1ccc(CCNC(=O)CCS(=O)(=O)c2ccc(C)cc2)cc1OCC

assay / entry	25	26	27	28	29	30
Apoferritin bind	-3%	-6%	5%	-22%	-5%	0%
POLK inh	-8%	-8%	-8%	-16%	8%	2%
BLM inh	-1%	-16%	2%	-2%	-4%	-2%
Glioma ERSR ind	-7%	-5%	-1%	-2%	-3%	7%
POLI inh	-1%	58%[activator]	2%	1%	30%	?
APEX1 inh	12%	9%	.	-1%	.	24%
LDHA block	-6	5	0	-3	-7&0	-2
POLB inh	14%	4%	15%	1%	0%	-1%
POLH inh	-12%	-7%	-1%	-11%	-22%	-8%

Among those listed so far, these contain two or more sulfur atoms:
4	COCCN(C(=O)c1csnn1)C(C(=O)NC1CCCCC1)c1sccc1C (configuration not stated)
22	NC(=O)CSc1nc(N)c2c3c(sc2n1)CCCCC3

assay / entry	4	22
Apoferritin bind	-8%	-18%
POLK inh	-11%	-8%
BLM inh	5%	-5%
Glioma ERSR ind	-6%	-3%
POLI inh	37%[activator]	19%
APEX1 inh	-8%	11%
LDHA block	-9	-5
POLB inh	9%	6%
POLH inh	10%	1%

New compounds follow:
31	CCOc1ccc(S(=O)(=O)NC2CCCCC2C)cc1 (configuration not stated)
32	O=C(Nc1ccc(Cl)c(Cl)c1)c1ccc(Cl)c(Cl)c1
33	CC(=O)c1sc(N2C(=O)c3oc4ccccc4c(=O)c3C2c2ccc(C)cc2)nc1C (configuration not stated)
34	COc1ccc(CCNC(=O)CSC2=NS(=O)(=O)c3ccccc3N2)cc1OC
35	Cn1c(SCC(N)=O)nc2c([nH]c3ccccc32)c1=O
36	Clc1ccc(N2CCN(c3ccnc(Cl)n3)CC2)cc1

assay / entry	31	32	33	34	35	36
Apoferritin bind	.	-4%	-9%	.	5%	.
POLK inh	12%	-18%	-1%	-9%	-5%[60.1 µM]	-8%
BLM inh	.	-14%	-1%	.	1%	.
Glioma ERSR ind	-2%	3%	-3%	-4%	-1%	-1%
POLI inh	14%	-26%	?	-21%	18%	-7%[58.9 µM]
APEX1 inh	.	16%	.	-3%	.	.
LDHA block	-1	-11	5	-9	-6	2
POLB inh	.	21%	12%	.	8%	.
POLH inh	-12%	-22%	-13%	-10%	-18%	-30%

37	COc1ccc(N2CCN(C(CNC(=O)c3ccc(OC)c(OC)c3)c3cccnc3)CC2)cc1 (configuration not stated)
38	Cc1ccc(NC(=O)Cn2c(C)cc(C)c(C#N)c2=O)c(Cl)c1
39	Cn1c(=O)c(=O)n(C)c2cc(N3CCCC3)c(NC(=O)c3ccccc3F)cc21
40	COc1ccc(C2CC2/C(=N/O)c2ccccc2)cc1 (configuration not stated)
41	COc1cccc(NC(=O)C(c2ccccc2)N2CCCCC2)c1 (configuration not stated)
42	Cc1ccc(NS(=O)(=O)c2ccc(Br)s2)nc1
43	O=S1(=O)C2CC3C=CC2(O3)C(O)C(Cc2ccccc2)N1Cc1cccc(C(F)(F)F)c1 (configuration not stated)
44	CC(=O)Nc1ccccc1-c1nc2ccccc2nc1OCC(=O)c1ccc2ccccc2c1

assay / entry	37	38	39	40	41	42	43	44
Apoferritin bind	-3%	-8%	-1%	-10%	-8%	-4%	-24%	?
POLK inh	-2%	-3%	10%	-5%	-1%	-4%	4%	-4%
BLM inh	1%	-3%	0%	-4%	-2%	-15%	-13%	-7%
Glioma ERSR ind	-2%	-1%	-1%	4%	-6%	1%	-10%	-2%
POLI inh	21%	1%	15%	92%[activator]	62%[activator]	54%[activator]	10%	-30%
APEX1 inh	.	13%	.	-9%	-2%	5%	-2%	-2%
LDHA block	1	1	8	-9	-4	20	.	-6
POLB inh	3%	-5%	8%	0%	-17%	19%	.	15%
POLH inh	-16%	-10%	-11%	3%	-4%	-13%	.	4%
